Screening data: PubChem, several laboratories
NSD2 HMT inh: NSD2 histone methyltransferase inhibitors, primary screen, biochemical, AlphaScreen, single concentration, set 2. NSD2 peptide methylation, 120 min. inhibition, % at 12.5 µM. Histone-lysine N-methyltransferase NSD2 (Homo sapiens), O96028. 310,000 tested, 0.54% active; in the data active = inhibition above about 50%
PKA-R2B act: activators of PKA-R2B holoenzyme, primary screen, biochemical, fluorescence polarization, Cy5-IP20, human; PKA-R2B holoenzyme dissociation; R2B truncated from residue 108, S112A mutant; 0% DMSO only, 100% 113 µM cGMP; 340,000 tested, 0.079% active; activation, % at 11.4 µM; cAMP-dependent protein kinase catalytic subunit beta (Homo sapiens) + cAMP-dependent …;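 active = activation above a cutoff set at the mean over all compounds plus 3 SD, cut at about 18% in these data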;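 also: higher means more holoenzyme dissociation and a rise in polarization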
dFosB activator: activators of delta FosB homodimer, primary screen, biochemical, fluorescence polarization, TAMRA-CDK5 oligo, single point; purified delta FosB; percent of positive-control signal above neutral wells; 340,000 tested, 0.99% active; activation, % at 25 µM; Protein FosB (Mus musculus), P13346;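 active = mean activation above about 17%, with every replicate also reaching it, limit read from the data, passing the limit was not always enough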;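 also: fluorescence polarization rise as delta FosB binds a TAMRA Cdk5 AP-1 oligo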
Target sequence (P13346 whole entry, looked up): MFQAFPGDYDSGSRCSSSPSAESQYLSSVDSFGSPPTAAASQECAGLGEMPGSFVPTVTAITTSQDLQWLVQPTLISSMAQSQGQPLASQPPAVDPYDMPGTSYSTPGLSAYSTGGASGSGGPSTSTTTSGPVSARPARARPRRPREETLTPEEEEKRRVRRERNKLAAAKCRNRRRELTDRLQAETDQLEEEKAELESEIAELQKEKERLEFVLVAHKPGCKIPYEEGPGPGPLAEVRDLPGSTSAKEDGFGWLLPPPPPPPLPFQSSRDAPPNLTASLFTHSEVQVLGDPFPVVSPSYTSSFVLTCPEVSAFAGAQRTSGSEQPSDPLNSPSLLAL
Arrestin-AP2 inh: inhibitors of beta-arrestin/AP2 binding, primary screen, biochemical, GPCR trafficking, flow cytometry; AID 504490, 2011; inhibition, % at 10 µM; FITC-arrestin peptide / GST-AP2 beads; AP2 beta2 appendage carries R879A mutation; beta-arrestin 1 C-terminal peptide binding to AP2 beta2-adaptin appendage (human); 340,000 tested, 0.31% active;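 active = inhibition above a set limit, near 3 SD of compounds lacking own fluorescence, cut at about 54% in these data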;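 also: plate controls were DMSO wells for no effect and 5 µM unlabelled arrestin peptide for full effect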
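Assay system: GST-AP2 R879A bound to glutathione beads, E. coli-expressed; Medium: PBS with 0.05% Tween 20 and 0.1% BSA; Also added: fluorescein-tagged arrestin peptide at 50 nM final; Timing: 12 min plus 1 h, RT; Measured by: flow cytometry, FL1 (488/535 nm); Evaluation: percent drop in bead-associated FITC signal.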
MITF act: activators of MITF-driven TRPM1 promoter reporter, primary screen, cell-based, SK-MEL-5, luciferase, single point; SK-MEL-5 TRPM1-promoter luciferase, 24 h; % of positive control, neutral wells = 0; activation, % at 12.5 µM; 300,000 tested, 0.75% active; AID 588334, 2011;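 active = mean activation of at least 80% with every replicate also reaching 80%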;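 also: 0% = neutral control wells and 100% = parthenolide positive control wells; values of inactives mirror those of a sister screen read the other way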
SR-BI HDL uptake: inhibitors of SR-BI mediated HDL lipid uptake, primary screen, ldlA[mSR-BI] cells, fluorescence, single point | Scavenger receptor class B member 1 (Mus musculus), Q61009 | ldlA[mSR-BI] CHO cells, DiI-HDL uptake fluorescence, 3 h | inhibition, % at 12.5 µM | 320,000 tested, 0.96% active | AID 488896, 2010;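 active = mean replicate inhibition of at least 70% and a set share of replicates each scoring 70 or more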;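 also: 0% = median of neutral control wells and 100% = median of positive control wells; values of inactives mirror those of a sister screen read the other way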
Target sequence (Q61009 whole entry, looked up): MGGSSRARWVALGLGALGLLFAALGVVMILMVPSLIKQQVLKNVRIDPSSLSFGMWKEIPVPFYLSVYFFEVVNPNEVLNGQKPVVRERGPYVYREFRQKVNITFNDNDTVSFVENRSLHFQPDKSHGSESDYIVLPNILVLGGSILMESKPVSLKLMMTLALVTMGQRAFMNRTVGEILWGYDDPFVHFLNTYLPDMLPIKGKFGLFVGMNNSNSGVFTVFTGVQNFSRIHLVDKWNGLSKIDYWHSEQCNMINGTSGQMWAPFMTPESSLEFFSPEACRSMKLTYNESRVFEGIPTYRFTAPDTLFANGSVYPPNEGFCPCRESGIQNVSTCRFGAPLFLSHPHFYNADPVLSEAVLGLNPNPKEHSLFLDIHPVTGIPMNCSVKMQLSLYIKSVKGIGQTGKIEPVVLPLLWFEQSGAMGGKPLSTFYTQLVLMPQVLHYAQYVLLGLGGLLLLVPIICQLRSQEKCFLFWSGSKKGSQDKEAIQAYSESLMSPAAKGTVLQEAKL
Pemphigus Ab inh: inhibitors of pemphigus antibody binding to DSG3, primary screen, biochemical, bead-based, flow cytometry, scFv-GFP. Desmoglein-3 (Homo sapiens), P32926. DSG3-coupled beads, scFv-anti-DSG3-GFP binding; stronger effect = lower value. binding (percent of control), % at 10 µM. 310,000 tested, 0.48% active;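 active = binding more than 3 SD below its plate's average and above zero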;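 also: hits lower antibody fragment binding to DSG3; some compounds called inactive have numbers as strong as hits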
Mot1-301 SUMO: yeast Mot1-301 growth rescue at high temperature, primary screen, SUMOylation pathway inhibitor project, S. cerevisiae, ATP luminescence, 38.5C; S. cerevisiae Mot1-301 growth rescue; percent above DMSO median, 100 means doubled; growth rescue, % at 18.8 µM; 320,000 tested, 1% active; AID 2716, 2010;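 active = every valid replicate shows activation above 250% relative to neutral control wells; inactive = the rest, any valid replicate at or below 250%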;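 also: OY570 slx delta 5 strain wells were the positive control but not used for scaling; some compounds called inactive have numbers as strong as hits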
SR-BI DiI-HDL act: activators of SR-BI mediated DiI-HDL uptake, primary screen, ldlA[mSR-BI] CHO cells, DiI fluorescence. 320,000 tested, 0.096% active. activation, % at 12.5 µM. 3 h; 100 = double the neutral-control signal. AID 504775, 2011;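 active = mean replicate activation of at least 60% and every replicate at or above 60%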;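 also: 0% = median plate neutral-control signal and 100% = twice that signal; values of inactives mirror those of a sister screen read the other way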
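Material: SR-BI-overexpressing, LDLR-lacking CHO cells; schedule: compound exposure 3 h, 37 °C; reagent: DiI-labelled HDL at 10 µg/mL final; technique: bottom-read fluorescence, 550/595 nm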
CDK5 inh: inhibitors of human CDK5/p35 kinase, primary screen, biochemical, single concentration. AID 488839, 2010. Cyclin-dependent kinase 5 (Homo sapiens) + Cyclin-dependent kinase 5 activator 1 (Homo …. Recombinant CDK5/p35, ADP-Glo luminescence, 60 min. inhibition, % at 10 µM. 330,000 tested, 0.01% active;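 active = highest replicate inhibition of at least 50% and at least 75% of replicates reaching 50%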;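 also: plate controls were DMSO neutral control for no effect and GW8510 at 10 µM for full effect; many of its hits are not listed in these tables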
PKA-R1A act: activators of PKA-R1A holoenzyme, primary screen, biochemical, fluorescence polarization, Cy5-IP20, bovine R1A, mouse PKAc; 340,000 tested, 0.083% active; AID 504707, 2011; PKA-R1A dissociation; scaled: DMSO 0%, 113 µM cGMP 100%; activation, % at 11.4 µM; cAMP-dependent protein kinase type I-alpha regulatory subunit (Bos taurus) + …;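 active = percent activation above the mean of all tested compounds plus 3 SD, cut at about 19% in these data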;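 also: higher means more PKAc released from R1A so a rise in polarization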
* hit, by the source's call; . = no result given.

nr	NSD2 HMT inh	PKA-R2B act	dFosB activator	Arrestin-AP2 inh	MITF act	SR-BI HDL uptake	Pemphigus Ab inh	Mot1-301 SUMO	SR-BI DiI-HDL act	CDK5 inh	PKA-R1A act	structure
1	-1	-6	-1	-12	-6	-15	98	0	15	-0.2	-5	Cc1ccsc1C(=O)N1CCN(C(=O)c2ccco2)CC1
2	0	10	14	24	5	30	106	-9	-30	1.0	6	Cc1cc(=O)oc2cc(OCC(=O)Nc3ccc(CN4CCOCC4)cc3)c(Cl)cc12
3	-2	4	4	-5	-10	-14	93	.	14	-0.3	4	c1ccc(-c2ccncn2)cc1
4	0	1	-7	20	-9	1	95	8	-1	-0.5	-4	Cc1ccc(CNS(=O)(=O)c2cccc3nsnc23)cc1
5	-1	-3	2	-4	2	-6	103	-26	6	1.0	11	O=C(CCC(=O)c1cccs1)OCc1nnc(-c2ccccc2)o1
6	-2	-4	-8	12	-10	8	.	-12	-8	2.4	-4	CC(COC(=O)c1ccccc1)(COC(=O)c1ccccc1)/[N+]([O-])=C/c1ccccc1
7	-2	-21	5	-7	46	.	90	96	.	-0.5	-1	COc1ccnc(N=CNOCc2ccc(Cl)cc2)c1C#N
8	-1	-2	-6	26	8	25	109	28	-25	0.4	1	COc1ccc(C(=O)N/N=C/c2ccc(OC)c(COc3ccc(F)cc3F)c2)cc1
9	2	-12	-8	19	13	1	92	5	-1	3.9	-6	COc1ccc(NC(=O)c2oc3ccccc3c2NC(=O)C(C)(C)C)cc1
10	0	-12	-7	-4	-5	-9	107	162	9	0.0	0	Cc1cc(OCC(C)C)ccc1/C(O)=C1/C(=O)C(=O)N(Cc2cccnc2)C1c1ccncc1 (stereo not drawn)
11	-3	-5	-19	2	-4	0	102	79	0	0.3	-2	COC(=O)C1=CN(Cc2ccc(F)cc2)C=C(C(=O)OC)C1c1ccc(O)c(OC)c1
12	-7	5	-3	8	-7	-11	99	-16	11	-3.2	-4	Cc1ccccc1-n1nc(C(=O)O)cc1-c1ccccc1

Remaining list, next part:
nr	NSD2 HMT inh	PKA-R2B act	dFosB activator	Arrestin-AP2 inh	MITF act	SR-BI HDL uptake	Pemphigus Ab inh	Mot1-301 SUMO	SR-BI DiI-HDL act	CDK5 inh	PKA-R1A act	structure
13	20	3	-9	4	-28	3	.	12	-3	0.7	-14	CCc1ccc(/C=C/C(=O)c2c(C)cc(C)[nH]c2=O)cc1
14	.	-11	-3	6	-10	17	97	64	-17	-6.0	-2	Cc1ccc2c(c1)C(=O)C(=O)N2Cc1ccc(C(F)(F)F)cc1
15	.	-4	-3	11	38	2	82	59	-2	2.3	-3	O=C1/C(=C/N(C(=O)c2ccco2)c2ccc(Br)cc2)Sc2ccccc21
16	1	-5	-4	26	2	25	103	-20	-25	-0.7	8	O=C(Oc1ccccc1)c1ccc2nccnc2c1
17	.	2	-2	5	-10	-5	106	4	5	0.9	-11	NC(=O)CC(NC(=O)c1ccccc1)c1ccc(N2CCN(c3ccc(F)cc3)CC2)c([N+](=O)[O-])c1 (stereo not drawn)
18	22	-9	1	2	7	13	93	18	-13	-4.6	5	COc1ccc(/C=C/c2cc(=O)c3cc(Cl)ccc3o2)cc1
19	-4	-2	0	-4	9	-9	100	486	9	-0.7	9	CCn1c(COc2cccc(C)c2)nnc1SCC(=O)Nc1cccc(C(=O)O)c1
20	0	-9	-1	-16	-8	12	106	-1	-12	1.3	-7	COc1ccc(Cl)cc1NC(=O)CCCC(=O)c1ccccc1
21	-6	-7	3	5	6	-7	102	105	7	0.3	-2	COc1cc(C(=O)NCc2nnc(SCC(=O)NC3CCCC3)o2)cc(OC)c1OC
22	102*	1	2	11	1	-2	99	.	2	3.8	-9	O=C1NC(=O)/C(=C\c2ccc(O)cc2O)S1
23	0	4	-1	20	-86	40	103	-24	-40	-3.0	-2	Cc1cc(C(=O)CCl)c(C)n1CCc1ccc(F)cc1
24	6	-6	-5	2	5	-9	106	-24	9	-1.7	-6	COc1cccc(OC)c1CN1CCCC(C(=O)c2ccccc2SC)C1 (stereo not drawn)

Other records follow:
nr	NSD2 HMT inh	PKA-R2B act	dFosB activator	Arrestin-AP2 inh	MITF act	SR-BI HDL uptake	Pemphigus Ab inh	Mot1-301 SUMO	SR-BI DiI-HDL act	CDK5 inh	PKA-R1A act	structure
25	25	-5	-5	23	2	.	117	65	.	-0.2	3	COCCn1c(SCC(=O)NC2CCCC2)nnc1-c1ccncc1
26	-4	8	3	7	-2	-3	104	-11	3	-1.7	-2	CC(C)CC(C(=O)O)N1C(=O)C2C3c4ccccc4C(c4ccccc43)[C@@H]2C1=O (stereo partly drawn)
27	0	-8	-6	6	-5	2	103	.	-2	0.1	-5	CCOc1cc(/C=C2/SC(=Nc3ccccc3)N(Cc3cccnc3)C2=O)ccc1OCC#N
28	-8	-6	-3	-1	-16	-26	108	-5	26	1.6	-1	COc1ccccc1Oc1c(C)oc2c(CN(C)C)c(O)ccc2c1=O
29	-3	-10	0	-1	-4	-9	101	-1	9	-1.4	0	COCc1cc(=O)[nH]c(/N=C(\N)Nc2ccc(C)cc2)n1
30	.	1	-2	24	-11	-18	100	-10	18	-1.2	4	NNC(=O)c1n[nH]c2c1CC(C1CCCCC1)CC2 (stereo not drawn)
31	.	-4	3	1	16	-63	103	.	63*	0.6	2	CON(C)C(=O)/C=C/CCCCNC(=O)OC(C)(C)C
32	1	-6	-11	7	1	-12	98	286*	12	0.5	-11	Cc1ccc(N(C(C)C(=O)Nc2ccc(S(=O)(=O)N3CCOCC3)cc2)S(C)(=O)=O)cc1C (stereo not drawn)
33	5	3	-4	3	-5	-3	105	-4	3	-1.3	0	O=C(O)c1ccc(-c2nnn(Cc3ccccc3F)n2)cc1
34	-3	10	3	-2	-5	.	99	.	.	-1.2	6	CC(=O)Nc1ccc(NC(=O)COC(=O)c2ccc(Cl)nc2)cc1
35	-1	5	-3	-6	3	3	109	161	-3	0.0	-5	O=c1ncn(-c2ccccc2C(F)(F)F)c2ncccc12
36	0	-1	-7	7	-1	10	101	6	-10	-1.8	1	O=c1[nH]c(SCc2cccc([N+](=O)[O-])c2)nc2[nH]ncc12

Following part.
nr	NSD2 HMT inh	PKA-R2B act	dFosB activator	Arrestin-AP2 inh	MITF act	SR-BI HDL uptake	Pemphigus Ab inh	Mot1-301 SUMO	SR-BI DiI-HDL act	CDK5 inh	PKA-R1A act	structure
37	-2	-4	-4	5	21	-10	105	-8	10	-0.3	6	COCC(=O)Nc1ccc(-c2cn3cccnc3n2)cc1
38	-1	-2	-6	36	-2	-26	109	10	26	-0.5	2	COC(=O)[C@H](C)NC(=O)Nc1cccc(Br)c1
39	0	-4	-2	6	-6	-4	101	0	4	-3.9	2	CC1=CC(=NOC(=O)c2cccc([N+](=O)[O-])c2)C=C(C)C1=O
40	-3	1	-5	7	2	1	100	-10	-1	-2.2	-3	CCCn1c(SCC(=O)NCc2cccs2)nc2c1c(=O)n(C)c(=O)n2C
41	-1	4	-6	-2	.	-7	116	-5	7	-0.2	-1	CCC(=O)N1CCc2cc(S(=O)(=O)NCCN3CCC(C)CC3)ccc21
42	4	-12	-6	7	-9	-14	115	-12	14	0.7	-7	O=C(COC(=O)Cc1c(F)cccc1Cl)Nc1ccc2[nH]c(=O)[nH]c2c1
43	-3	-11	-3	9	-7	.	100	1	.	-1.1	2	CC(c1ccon1)N(C)Cc1cn(C)nc1-c1ccc2c(c1)OCCO2 (stereo not drawn)
44	.	-1	5	-5	-12	-37	102	25	37	2.8	-5	COC(=O)C1(CC2CC(c3ccncc3)=NO2)CCN(C(=O)OC(C)(C)C)CC1 (stereo not drawn)
45	.	0	3	-2	.	48	103	0	-48	0.0	-10	CCOc1ccc(NC(=S)N(CCc2c(C)[nH]c3ccc(C)cc23)Cc2ccncc2)cc1
46	.	4	12	8	6	-15	106	5	15	0.1	-6	Cc1cc2[nH]c(=O)c(=O)[nH]c2cc1S(=O)(=O)N1CCN(c2cccc(Cl)c2)CC1
